# Myeloid diff 2 = compounds promoting myeloid differentiation; ER-HoxA9 myeloid progenitors, lysozyme-GFP differentiation, flow cytometry; calls only at 10 µM; hit rate 1% among 360,000; AID 624256;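 active means normalized GFP-positive differentiation at or above the plate's own cutoff, the solvent-only control mean plus 3 SD; inconclusive means no clear call, values can overlap the other calls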;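 further: cells exposed to compound for four days before flow analysis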
# TNAP activators = stimulation of alkaline phosphatase TNAP activity – biochemical, luminescent, no phosphate acceptor, uHTS, primary screen (AID 1001) | hit rate 0.03% among 200,000 | purified TNAP, luminescent activation assay, no phosphate acceptor; higher activation fold means a stronger effect | activation fold at 20 µM; hits with a dose series show EC50 in µM; in the data active means activation fold from about 3, or a potency from the dose series; inactive means the rest, 99 in 100 with activation fold below about 1.6; further: many of its hits are not listed in these tables
# NTR1 agonist = NTR1-driven beta-arrestin-GFP spot formation – imaging, U2OS cells, high content, primary screen (AID 493036); P30989; agonist mode; activation, % at 20 µM; hit rate 0.17% among 330,000;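 active means activation at or above 40% of the spot to cytoplasm intensity ratio, with at least 20 cells analyzed; inconclusive means wells under 20 cells, flagged as cytotoxic or low count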;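 further: 0% = DMSO without peptide and 100% = 100 nM NTR1 peptide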
# Target sequence (P30989 whole entry, looked up): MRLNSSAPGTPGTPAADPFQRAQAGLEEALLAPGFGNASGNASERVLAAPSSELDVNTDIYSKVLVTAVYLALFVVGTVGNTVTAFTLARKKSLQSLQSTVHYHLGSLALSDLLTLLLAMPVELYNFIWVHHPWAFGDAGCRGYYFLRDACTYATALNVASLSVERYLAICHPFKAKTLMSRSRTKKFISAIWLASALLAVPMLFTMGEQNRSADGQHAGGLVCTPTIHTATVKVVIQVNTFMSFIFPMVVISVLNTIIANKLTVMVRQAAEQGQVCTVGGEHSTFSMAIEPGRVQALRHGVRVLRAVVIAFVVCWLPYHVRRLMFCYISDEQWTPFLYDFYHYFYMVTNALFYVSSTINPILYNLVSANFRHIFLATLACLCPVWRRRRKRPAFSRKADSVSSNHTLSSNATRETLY
# RSV CPE inhibition = RSV antiviral activity via CPE protection, HEp-2 cells, primary 10 µM value included (AID 2391). hit rate 0.13% among 310,000. one-dose CPE inhibition, % at 10 µM; IC50 in µM for titrated hits. HEp-2 cells, RSV-induced CPE inhibition; higher % means a stronger effect; in the data active means a potency from the dose series; inconclusive means CPE inhibition mostly from about 23% at the one dose, without a potency; inactive means the rest, 99 in 100 with CPE inhibition below about 21%; further: strong numbers were not always called active
# PhoP inhibition = PhoP-dependent GFP reporter repression – Salmonella Typhimurium, primary screen (AID 1863); S. Typhimurium PhoP-regulated promoter GFP reporter, 4 h; higher % means a stronger effect; inhibition, % at 50 µM; hits with a dose series show IC50 in µM; hit rate 0.16% among 300,000;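 active means inhibition over 29.93%, a cutoff 3 SD above the screen mean, later confirmed by dose response; inconclusive means inhibition over 29.93% but no dose response follow-up; inactive means inhibition at most 29.93% or unconfirmed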;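 further: 0% = low Mg2+ inducing control and 100% = high Mg2+ repressing control; strong numbers were not always called active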
# UTI89 phage lysis = protection from phage-mediated lysis, alamar blue read-out – E. coli UTI89, K1F phage, bacterial capsule biogenesis inhibitors (AID 488966); inhibition, % at 100 µM; hits with a dose series show IC50 in µM; E. coli UTI89 K1F phage lysis, alamar blue, 2 h; higher % means a stronger effect; hit rate 0.02% among 340,000;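 active means phage lysis inhibition, versus mean bacterial control, above a set limit; inconclusive means no clear call, values can overlap the other calls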;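 further: capsule biogenesis inhibitors block K1F phage lysis so surviving cells raise fluorescence; higher fluorescence means more inhibition of phage lysis; actives were called in the ten point dose series up to 300 µM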
# Rac1 GTP hydrolysis = MgcRacGAP GTPase-activating activity inhibitors, confirmation, biochemical, ADP Hunter fluorescence; inhibition, % at 30 µM; hits with a dose series show IC50 in µM; hit rate 0.6% among 340,000; MgcRacGAP-stimulated Rac1 GTP hydrolysis, ADP Hunter fluorescence; higher % means a stronger effect; GST-tagged Rac1 F28L mutant substrate;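 active means first-screen hits whose inhibition reached a set limit at any dose in the follow-up dose series; inconclusive means inhibition above the set first-screen limit but never retested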;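 further: fluorescence reports GDP produced by GAP-driven GTP hydrolysis; strong numbers were not always called active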
# T cell HTS = T cell immune modulation candidate; 2C CD8+ T cell-vesicle binding, flow cytometry; active compounds read low; calls only at 7 µM; hit rate 0.068% among 330,000; AID 2052;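 active means response, share of CD8 T cells binding vesicles, and their 90th percentile fluorescence all below set limits, cut at about 80% in these data, passing the limit was not always enough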
#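 Read-out – percent CD8+ FL2 mean versus row control · System – murine 2C transgenic CD8+ T lymphocytes · Times – 1.5 h cell–vesicle binding at 37 °C, then 20 min icy labelling · Control set – naked vesicles low, QL9 vesicles with vehicle high · Detection – cytometric PE anti-B7-1 and Alexa647 anti-CD8 signals after 1% paraformaldehyde fixation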
# SV40 large T antigen = SV40 large T antigen inhibitors, biochemical (AID 1903). SV40 large T antigen ATPase/helicase inhibition assay; higher % means a stronger effect. one-dose inhibition, % at 20 µM; IC50 in µM for titrated hits. hit rate 0.39% among 310,000; in the data active means a potency from the dose series; inconclusive means inhibition mostly from about 32% at the one dose, without a potency; inactive means the rest, 99 in 100 with inhibition below about 32%; further: strong numbers were not always called active
# T cell HTS vesicle-bound % = recorded beside T cell HTS, whose call it bears; double positive events, %; measured here: CD8+ vesicle-bound cell fraction;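 binding gate set so that unloaded-vesicle control wells show 10% double positive cells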
# NTR1 agonist cell count 20 µM = recorded beside NTR1 agonist, whose call it bears; cell count; measured here: cell count, cytotoxicity flag
# Myeloid diff 2 GFP+ MAC1+ % = further read-out of Myeloid diff 2, marked with its call; GFP+ MAC1+ double positive, %; measured here: differentiation confirmed by MAC1 staining
# * = called active by the depositor; i = inactive; ? = inconclusive; nt = not tested or not shown; + = active, no number; & = joins results of further samples; [ ] = another dose, or the depositor's remark.
SMILES	Myeloid diff 2	Myeloid diff 2 GFP+ MAC1+ %	TNAP activators	NTR1 agonist	NTR1 agonist cell count 20 µM	RSV CPE inhibition	PhoP inhibition	UTI89 phage lysis	Rac1 GTP hydrolysis	T cell HTS	T cell HTS vesicle-bound %	SV40 large T antigen
Cc1ccnc(SCC(=O)N2CCN(c3ccccc3)CC2)n1	i	0.3	1	2.7	86	2.8%	-2%	0.7%	5%	i	7	26%
O=C(C1CC1)N1CCN(c2ccc(F)cc2)CC1	i	1.0	nt	-0.5	58	4.2%	-3%	0.5%	7%	i	56	2%
CCOc1ccc(/C=N/n2c(C3CCCCC3)n[nH]c2=S)cc1	i	0.5	nt	5.4	104	16%	-1%	-1.4%[50 µM]	10%	i	26	7%
O=C(Cn1ccc(=O)[nH]c1=O)NCCO	i	0.8	1.1	-0.2	62	-0.8%	2%	-0.4%	0%	i	12	4%
CC(=O)c1c(C)[nH]c(C(=O)Nc2cccc(S(=O)(=O)N3CCCCC3)c2)c1C	i	1.5	nt	9.1	42	1.5%	nt	0.0%[50 µM]	9%	i	10	nt
COc1cc(C2=NOC(C(=O)Nc3cccnc3)C2)cc(OC)c1OC (stereo not given)	i	0.6	1.1	-0.4	96	1.5%	5%	0.3%	12%	i	44	19%
CC(=O)Nc1cccc(OCCCNC(=O)c2ccc(F)cc2)c1	i	0.7	nt	-0.4	31	-0.2%	-9%	0.5%	13%	i	18	21%
Cc1ccc(-c2nnc(COc3cccc(-n4cnnn4)c3)o2)cc1	i	3.6	1.1	0.5	51	1.8%	11%	0.1%	3%	i	41	14%
COC(=O)c1ccccc1NC(=O)C/C(C)=N/NC(=O)CC#N	i	0.8	1.2	0.5	43	1.4%	-5%	-1.5%	2%	i	31	7%
Cc1cc(C)cc(OCC(=O)Nc2ccc3c(c2)OCCO3)c1	i	0.8	1.1	0.0	43	1.3%	-6%	-0.1%	-1%	i	21	12%
CCNS(=O)(=O)c1ccc(CCC(=O)NCc2cccnc2)cc1	i	0.5	nt	0.1	58	1.0%	-1%	0.5%	10%	i	51	1%
COc1ccc2[nH]c3nc(SCC(=O)Nc4ccc5c(c4)OCO5)nnc3c2c1	i	0.2	1	0.8	53	-0.5%	-2%	0.1%	10%	i	56	-4%
CC1CCN(C(=S)NC(=O)c2ccc(F)cc2)CC1	i	0.8	nt	0.0	67	nt	nt	1.8%	0%	i	52	nt
O=C(O)CCCCCN1C(=O)/C(=C\c2ccc(-c3ccc(Cl)cc3)o2)SC1=S	+	2.6*	nt	-3.5	51	22%	-7%	0.4%	13%	i	36	19%
OC(COCC1COc2ccccc2O1)CN1CCc2ccccc2C1 (stereo not given)	i	0.4	1	-1.2	71	-0.7%	27%	5.9%	6%	i	30	17%
NS(=O)(=O)c1ccc(CCNS(=O)(=O)c2ccc(Cl)nc2)cc1	i	0.7	nt	-0.4	58	-1.2%	-4%	0.1%	5%	i	14	7%
CN1CCN(c2nc(-c3ccccc3)cc(C(F)(F)F)n2)CC1	i	0.4	1	2.3	80	2.5%	3%	0.7%	6%	i	12	4%
COC(=O)c1cccc(NC(=O)CN2CCOCC2)c1	i	8.4	1	-0.5	42	0.7%	-3%	0.1%	-9%	i	16	3%
Cc1ccc(S(=O)(=O)NCc2nnc(SCC(=O)Nc3cccc(C)c3C)n2C)cc1	i	0.8	1.1	-0.6	67	1.4%	6%	7.9%	4%	i	39	-2%
Cc1ccc(S(=O)(=O)N(CC(=O)NCc2ccccc2Cl)C(=O)N2CCN(C)CC2)cc1	i	0.4	nt	-0.7	60	-0.1%	0%	1.3%[50 µM]	1%	i	32	11%
COC(=O)/C(C#N)=C1/C=Cc2ccccc2N1	i	0.6	1.1	-0.3	93	6.4%	-1%	0.0%	-5%	i	61	10%
Cc1ccc(-c2nn[nH]n2)cc1Cl	i	0.3	nt	-0.2	50	3.6%	7%	-0.9%	4%	i	18	4%
O=C(NC(=O)c1ccc(Cl)c(Cl)c1)OC1CCS(=O)(=O)C1 (stereo not given)	i	0.6	1.1	1.5	84	0.1%	0%	0.0%	14%	i	14	-3%
CCCc1nc(SCC(=O)N2CCOCC2)c2c(C)c(C)sc2n1	?	nt	nt	0.2	50	0.0%	-9%	-0.8%	-4%	i	36	11%
CC1CCc2c(sc3ncnc(NS(=O)(=O)c4cccs4)c23)C1 (stereo not given)	i	0.1	1	1.4	54	2.0%	-8%	0.5%	5%	i	56	0%
Cc1cc(/C=C(\C#N)C(=O)Nc2ccccc2F)c(C)[nH]1	i	0.2	1	2.9	60	2.1%	-2%	0.6%	7%	i	11	-1%
COc1ccc(CN2C(=O)CCC(C(=O)O)C2c2ccccc2)cc1 (stereo not given)	i	0.9	1	0.4	40	1.2%	3%	-0.7%	2%	i	37	13%
Cc1nc2ccc([N+](=O)[O-])cc2[nH]1	i	0.1	1.1	0.6	31	0.9%	-2%	0.8%	1%	i	24	38%
Nn1c(SCC(=O)NC2CCS(=O)(=O)C2)nnc1-c1ccco1 (stereo not given)	i	2.3	nt	-0.6	49	nt	nt	-2.8%	7%	i	38	nt
COc1ccc(C(=O)c2ccccc2)c(OCC(=O)NC2CC2)c1	i	0.3	1.1	-0.8	74	16%	-11%	0.0%	8%	i	32	19%
CCCC(C(=O)NCC1CCCO1)N(Cc1ccco1)C(=O)CNS(=O)(=O)c1ccc(F)cc1 (stereo not given)	i	0.8	1.1	-0.6	66	1.8%	2%	0.8%	2%	i	16	-1%
O=C(NCc1ccccc1Cl)NC(=O)c1csc([N+](=O)[O-])c1	i	1.1	nt	-0.5	67	nt	-5%	-1.0%	3%	i	27	8%
CCn1nc(C)c([N+](=O)[O-])c1C(=O)NNC(=O)c1ccccc1Cl	i	0.4	nt	-1.1	41	0.7%	-3%	-0.2%	0%	i	45	3%
CCN(c1ccc(OC)cc1)S(=O)(=O)c1nnc(NC(=O)COc2ccccc2)s1	i	2.7	nt	0.3	59	5.4%	12%	0.8%	9%	i	46	22%
COc1ccc(/C=C/C(=O)O)cc1S(=O)(=O)N1CCC(Cc2ccccc2)CC1	i	0.3	nt	-0.4	57	3.1%	-3%	1.1%[50 µM]	0%	i	28	11%
O=C(Nc1ccon1)c1cnc2sccn2c1=O	i	1.0	1.1	-1.4	100	0.0%	-4%	0.5%	9%	i	33	4%
COc1ccc(C(=O)NC(=S)NCc2ccco2)cc1	i	0.8	nt	-0.1	44	0.9%	-2%	-1.0%	-4%	i	39	34%
COc1ccc(/C=N\NC(=O)CCN2CCN(c3ccccc3)CC2)cc1OC	i	1.7	1.2	-1.8	22	-0.1%	-2%	0.9%	8%	i	30	4%
Cc1noc(C)c1S(=O)(=O)N1CCC(Cc2ccccc2)CC1	i	0.7	1.1	-0.5	52	7.5%	-6%	0.0%	3%	i	38	6%
COc1ccc2c(C)c(C(=O)NCC(C)O)oc2c1OC (stereo not given)	i	0.5	1.1	-1.0	51	2.5%	2%	0.5%	12%	i	34	6%
Fc1ccccc1C1c2[nH]c3ccccc3c2CCN1Cc1ccoc1 (stereo not given)	i	0.2	1.1	2.7	81	1.4%	-10%	-0.1%	6%	i	63	7%
CCOC(=O)c1c(CN2CCOCC2)n(C)c2cc(Br)c(O)c(CN(C)C)c12	i	0.7&1.4	1.1&0.8	-1.4&-0.1	78&61	1.2%&2.0%	-3%&-2%	-0.6%&-2.8%	1%&18%	i	49&39	6%&19%
O=C(C[n+]1cccc(C(=O)N/N=C/c2ccc(Br)cc2)c1)c1ccccc1	i	1.1	nt	2.0	55	-0.3%	nt	0.7%[50 µM]	2%	i	44	nt
O=C(CCc1ccccc1)NNC(=O)c1ccc(F)cc1	i	0.4	1.3	-0.8	47	2.4%	7%	-3.7%	6%	i	34	0%
COC(=O)c1cccc(C(=O)N2CCCC(CCC(=O)N(C)CCc3ccccn3)C2)c1 (stereo not given)	i	0.4	nt	0.1	67	0.3%	-5%	0.3%	7%	i	68	5%

# Among those listed so far, 7 have a Cl atom:
SMILES	Myeloid diff 2	Myeloid diff 2 GFP+ MAC1+ %	TNAP activators	NTR1 agonist	NTR1 agonist cell count 20 µM	RSV CPE inhibition	PhoP inhibition	UTI89 phage lysis	Rac1 GTP hydrolysis	T cell HTS	T cell HTS vesicle-bound %	SV40 large T antigen
O=C(O)CCCCCN1C(=O)/C(=C\c2ccc(-c3ccc(Cl)cc3)o2)SC1=S	+	2.6*	nt	-3.5	51	22%	-7%	0.4%	13%	i	36	19%
NS(=O)(=O)c1ccc(CCNS(=O)(=O)c2ccc(Cl)nc2)cc1	i	0.7	nt	-0.4	58	-1.2%	-4%	0.1%	5%	i	14	7%
Cc1ccc(S(=O)(=O)N(CC(=O)NCc2ccccc2Cl)C(=O)N2CCN(C)CC2)cc1	i	0.4	nt	-0.7	60	-0.1%	0%	1.3%[50 µM]	1%	i	32	11%
Cc1ccc(-c2nn[nH]n2)cc1Cl	i	0.3	nt	-0.2	50	3.6%	7%	-0.9%	4%	i	18	4%
O=C(NC(=O)c1ccc(Cl)c(Cl)c1)OC1CCS(=O)(=O)C1 (stereo not given)	i	0.6	1.1	1.5	84	0.1%	0%	0.0%	14%	i	14	-3%
O=C(NCc1ccccc1Cl)NC(=O)c1csc([N+](=O)[O-])c1	i	1.1	nt	-0.5	67	nt	-5%	-1.0%	3%	i	27	8%
CCn1nc(C)c([N+](=O)[O-])c1C(=O)NNC(=O)c1ccccc1Cl	i	0.4	nt	-1.1	41	0.7%	-3%	-0.2%	0%	i	45	3%
